UDG counter = UDG inhibition counter-screen | Potency, µM (doses to about 115 µM), for the others: at the highest dose activity change, negative = inhibition, hits mostly inhibitors | FRET deamination/UDG coupled assay, UDG read, 4 h | hit rate 0.14% among 91,000; also: nearly all actives have a fitted effect of over 65% in size
AID inhibitor = blocks human AID cytidine deaminase activity; AID 1347428; Potency, µM (series often up to 115 µM), for inactives: at the highest dose activity change, negative = inhibition, hits mostly inhibitors; hit rate 0.32% among 91,000; Q9GZX7; AID deamination FRET fluorescence, UDG-coupled, 4 h; also: nearly all actives have a fitted effect of over 25% in size
Target sequence (Q9GZX7 whole entry, looked up): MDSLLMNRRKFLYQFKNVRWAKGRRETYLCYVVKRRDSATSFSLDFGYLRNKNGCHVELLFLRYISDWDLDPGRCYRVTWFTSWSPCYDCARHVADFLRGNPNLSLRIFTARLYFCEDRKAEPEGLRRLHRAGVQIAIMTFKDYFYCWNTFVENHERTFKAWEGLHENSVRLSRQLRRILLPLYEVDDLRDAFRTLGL
Numbers without * were called inactive; ? = inconclusive; & = joins results of further samples; [ ] = dose if it differs, or a comment. Calls follow the shape of the dose curve; as a rule, active = well fitted curve in the direction sought with a large enough effect; inconclusive = small, poorly fitted or top-dose-only effect, or another doubt; inactive = no such curve, though single readings can be large; an effect the other way counts as inactive or inconclusive. % is scaled to controls: 0 for no effect and ±100 for the full control effect; potency is read from the fitted curve at half-maximal effect. The list is partial; count on the stated rates, not on these rows.

Results follow in this order: UDG counter | AID inhibitor
O=C(NC1CCC(c2ccccc2)CC1)c1ccncc1 (configuration not stated)
 : -1% | -4%
CCCCCCNC(=O)C(C#N)c1nc2ccccc2nc1N(CC)CC (configuration not stated)
 : -14% | -6%
Cc1ccc2c(CC(=O)NCc3ccccc3)coc2c1C
 : 12% | 18%
Cn1ccnc1C(NC(=O)c1nn(C)c(=O)c2ccccc12)c1cccc(F)c1 (configuration not stated)
 : -2% | -7%
Clc1ccc(N=Cc2ccc3ccccc3c2)cc1Cl
 : 5% | -3%
Cc1ccn2c(Nc3ccccc3C)c(-c3ccc(N4CCOCC4)cc3)nc2c1
 : -9% | ?
NC(=O)CSc1oc(-c2cccs2)nc1S(=O)(=O)c1ccc(Br)cc1
 : -9% | 111%[activator]
Cc1cccc(-c2nc3ccccc3n2Cc2ccccc2)c1
 : ? | ?
COc1cccc2c1cc1c(=O)n(CC(=O)NCc3ccc(N(C)C)cc3)nc(C)n12
 : -2% | 7%
Cc1ccc(CNC(=O)C(C)n2nc(C)c3sc4ccccc4c3c2=O)cc1 (configuration not stated)
 : 0% | -9%
O=C(Nc1cccc(Cl)c1Cl)c1cc(S(=O)(=O)N2CCCc3ccccc32)ccc1F
 : -5% | -7%
COc1ccc(NC(=O)C2CCCCC2)c2ccccc12
 : -5% | 3%
Cc1cccc(CN2C(=O)c3ccccc3S(=O)(=O)c3ccc(C(=O)NCCC4=CCCCC4)cc32)c1
 : -19% | ?
CCc1cc(CC)n(-c2nc3c(c(=O)[nH]c(=O)n3C)n2Cc2ccccc2C)n1
 : 5% | -6%
CCCOC(=O)C1=C(C)Nc2nnnn2C1c1ccccc1OCCC (configuration not stated)
 : 2% | -2%

(list continues)
Results follow in this order: UDG counter | AID inhibitor
Cc1ccc(CN2CCN(CC(=O)NC3CCC(C(C)(C)C)CC3)CC2)o1 (configuration not stated)
 : -11% | -22%
CCc1nn2c(-c3ccco3)ccnc2c1-c1ccccc1
 : 9% | 8%
COc1ccc(Cl)cc1S(=O)(=O)Nc1ccc2[nH]c(=O)[nH]c2c1
 : -9% | 35%[activator]
O=C(Nc1ccc(S(=O)(=O)Nc2cnc3ccccc3n2)cc1)c1ccc(Br)cc1
 : 0% | -6%
NC(=O)NNC(=S)Nc1ccccc1
 : 0% | -5%
Cc1ccc(CN2CCC(CNC(=O)Nc3cccc(Cl)c3C)C2)cc1 (configuration not stated)
 : -2% | -16%
Cc1cccc(C(=O)NCC(=O)OCc2cc(=O)n3nc(C)sc3n2)c1
 : -1% | 64%[activator]
Cc1ccc2ncc(C(=O)Nc3cccc(C(F)(F)F)c3)c(=O)n2c1
 : -9% | 13%
CCOc1ccccc1CNC(=O)c1oc2c(c1C)-c1nn(Cc3cccc(Cl)c3)cc1CC2
 : -5%[57.5 µM] | 5%
Cc1nn(C)c2c1c(C(F)(F)F)cc(=O)n2CC(=O)NCc1ccc(OC(C)C)cc1
 : ? | 5%
CCc1c(C)sc(NC(=O)CSc2ccccc2)c1C#N
 : 1% | 7%
CN(Cc1ccccc1)C(=O)C1CCN(S(=O)(=O)Cc2ccccc2)CC1
 : 0% | -7%
COc1cc(C(=O)N(Cc2cccnc2)c2nc3cc(C)c(C)cc3s2)cc(OC)c1OC
 : -8% | -14%
O=C(/C=C/c1ccco1)c1ccccc1
 : -1% | 2%
CCOC(=O)c1ccc(NC(=O)c2noc3c2CCCC3)cc1
 : -5% | -5%

More records:
Results follow in this order: UDG counter | AID inhibitor
O=C(NCc1ccccc1C(F)(F)F)c1n[nH]c2c1CCCC2
 : -8% | -7%
CCCn1c(CCC(=O)Nc2ccccc2OC)nc2cccnc21
 : -8% | 20%
CCOC(=O)c1ccccc1NC(=O)CSc1ccc(-c2cccs2)nn1
 : -2%[57.5 µM] | -13%
CCCCN(C)C(=O)CN1C(=O)CCn2nc(-c3cn(C)c4ccccc34)cc21
 : 0% | 9%
CCn1c(=O)c2cc(C(=O)NCCCN3CCN(c4ccc(F)cc4)CC3)sc2c2ccccc21
 : -18% | ?
CC(=O)Nc1ccc(NC(=O)C(c2ccccc2)N2Cc3ccccc3C2=O)cc1 (configuration not stated)
 : 1%&-4% | 0%&3%
NC(=O)Cc1ccc2c(c1)OCCCO2
 : -4% | 7%
COc1ccc(S(=O)(=O)N2CCN(Cc3cccc(C(F)(F)F)c3)CC2)cc1OC
 : -16% | -24%
CCCCNC(=O)c1cn(C)c2ccc(S(=O)(=O)N3CCCC3)cc2c1=O
 : -11%[57.5 µM] | -6%[57.5 µM]
COc1ccc(NC(=O)Cn2c(=O)n(C(C)C)c(=O)c3oc4ccccc4c32)cc1Cl
 : 11% | -12%
O=C(Cc1ccccc1F)N1CCC(c2nc3c(nnn3Cc3cccc(Cl)c3)c(=O)[nH]2)CC1
 : -3% | ?
O=C(Nc1ccc(F)cc1)c1ccc(CN2CC(=O)N3CCCCC3C2=O)cc1 (configuration not stated)
 : -7% | 7%
Cc1cccc(OCC(=O)Nc2ccc3c(c2)N(C)C(=O)c2ccccc2S3)c1
 : -13% | -16%
Cc1cc(C)cc(NC(=O)C(=O)NC(C)c2ccccc2)c1 (configuration not stated)
 : 15% | -7%
COc1ccc(CNC(=O)CCS(=O)(=O)c2cc(Br)cc3c2N(C(=O)C2CC2)CC3)cc1
 : 7% | 5%

More structures:
Results follow in this order: UDG counter | AID inhibitor
COc1cccc(CNC(=O)c2cc(=O)[nH]c3ccc(S(=O)(=O)N4CCCCC4)cc23)c1
 : -7% | 9%
Cc1ccc(C(CC(=O)Nc2ccc(F)c(Cl)c2)N2Cc3ccccc3C2=O)cc1 (configuration not stated)
 : -6% | 8%
Cc1cc(SCC(=O)NC2CCCCC2)nc2ccccc12
 : 1% | -1%
CC(Oc1ccccc1F)C(=O)Nc1ccc(-c2nc3ccccc3s2)cc1 (configuration not stated)
 : -21% | 20%
CCC(=O)N1CCc2cc(Br)cc(S(=O)(=O)N3CCC(C(=O)Nc4cccc(C)c4)CC3)c21
 : -2%[57.5 µM] | 0%
CCN(CC#CC(O)(c1ccccc1)C1CCCC1)C(C)C (configuration not stated)
 : -4% | -9%
CC(C)c1ccc(NS(=O)(=O)c2ccc3[nH]cc(C(=O)N4CCCC4)c(=O)c3c2)cc1
 : -13%[57.5 µM] | -24%
CSc1ccc(C)c(C(=O)Nc2ccc(C)cc2C)c1
 : -11% | -13%
COc1cccc(Nc2nc(-c3ccc(S(=O)(=O)N4CCOCC4)cc3)cs2)c1
 : -8% | -6%
O=C(NCCN1CCCCCC1)c1ccc(CN2CC(=O)N3CCCCC3C2=O)cc1 (configuration not stated)
 : 3% | 7%
COc1ccccc1CNS(=O)(=O)c1ccc2c(c1)CC(C)N2C(C)=O (configuration not stated)
 : -11%[57.5 µM] | -4%
O=C(CCCc1c[nH]c2ccccc12)Nc1cccc2cnccc12
 : -1% | 3%
CCN(CCCNC(=O)CN1N=C(c2ccccc2)CCC1=O)c1ccccc1
 : -4%[57.5 µM] | 5%
CCCNc1nc(-c2ccc(S(=O)(=O)N3CCOCC3)cc2)cs1
 : -2% | -5%
O=C(Cn1ncc2c3ccccc3n(Cc3cccc(Cl)c3)c2c1=O)NCCCN1CCCCC1
 : 2% | 17%

The list continues:
Results follow in this order: UDG counter | AID inhibitor
Nc1ccccc1C(=O)NCCNC(=O)c1cnccn1
 : -2% | 10%
CCOCCOC(C)C(=O)NCC(CC)c1ccccc1 (configuration not stated)
 : 2% | 1%
CCOC(=O)Cn1c(=O)oc2cc(S(=O)(=O)N3CCCC(C)C3)ccc21 (configuration not stated)
 : -24% | -1%
CC(C)NC(=O)C1CCN(C(=O)c2ccc3ccccc3n2)CC1
 : 2% | 2%
COc1ccc(NC(=O)c2oc3ccccc3c2NC(=O)c2cc(C)cc(C)c2)c(OC)c1
 : 2% | 6%
CCOc1ccc(/C=C/c2nc(C#N)c(NCc3ccco3)o2)cc1
 : -7% | -1%
COc1ccc(C2c3ccc(O)cc3Oc3ncn4nc(-c5ccccc5Cl)nc4c32)cc1OC (configuration not stated)
 : -4% | 0%
CC(C)c1ccc(NC(C)(C)c2nnnn2-c2ccc(Cl)cc2)cc1
 : -17% | ?
CCN(c1ccccc1)S(=O)(=O)c1ccc(-c2cc(C)no2)s1
 : 10% | -11%
COc1cccc2c1cc1c(=O)n(CC(=O)NCc3ccco3)nc(C)n12
 : -1% | 15%
CCC(C)NC(=O)CSc1nnc(-c2ccncc2)n1CC(F)(F)F (configuration not stated)
 : 7% | 4%
COc1ccc(C)cc1-n1nnc(C(=O)Nc2cccc(SC)c2)c1C
 : -10% | -22%
O=C(CCN1C(=O)c2ccccc2S1(=O)=O)Nc1cccc(C(=O)O)c1
 : 5% | 0%
COc1ccc(-c2c(C#N)c(SCC(=O)Nc3cccc(Cl)c3)nc(C)c2C(=O)Nc2ccccc2)cc1OC
 : -13%[57.5 µM] | 4%[57.5 µM]
Cc1ccccc1NC(=O)C(C)N1CCC(C(=O)NCc2ccccc2)CC1 (configuration not stated)
 : -1% | -12%

A different layout for some results above:
> Nc1ccccc1C(=O)NCCNC(=O)c1cnccn1
  UDG counter: -2%	AID inhibitor: 10%
> COc1ccc(C2c3ccc(O)cc3Oc3ncn4nc(-c5ccccc5Cl)nc4c32)cc1OC (configuration not stated)
  UDG counter: -4%	AID inhibitor: 0%
> CC(C)c1ccc(NC(C)(C)c2nnnn2-c2ccc(Cl)cc2)cc1
  UDG counter: -17%	AID inhibitor: ?
> COc1ccc(-c2c(C#N)c(SCC(=O)Nc3cccc(Cl)c3)nc(C)c2C(=O)Nc2ccccc2)cc1OC
  UDG counter: -13%[57.5 µM]	AID inhibitor: 4%[57.5 µM]

Next results follow.
Results follow in this order: UDG counter | AID inhibitor
COc1ccc(C(=O)COC(=O)/C=C/c2ccc3c(c2)OCO3)cc1
 : 2% | 7%
COc1ccc(C(C)=O)cc1COC(=O)C1CC2CCCC(C1)C2=O (configuration not stated)
 : 10% | 4%
Cc1ccc2nc(-c3ccc(Cl)cc3)cc(C(=O)NCc3ccncc3)c2c1
 : -1% | -4%
CC1CCCC(C)N1 (configuration not stated)
 : -9% | 7%
O=C(Cc1ccccc1)NC1CC(=O)N(c2ccc3c(c2)OCCO3)C1 (configuration not stated)
 : -9% | -1%
Cc1cccc(CCNC(=O)c2cc3ccccn3n2)c1
 : -24% | 5%
N#C/C(=C\c1ccc(-c2ccc(Br)cc2)o1)C(=O)Nc1ccccc1O
 : 21% | 19%
S=c1[nH]c2cc3c(cc2[nH]1)OCCCO3
 : -3% | 71%[activator]
COc1ccc(-c2coc3cc(OC(C)=O)ccc3c2=O)cc1
 : 1% | -4%
CCn1ccc2cc(S(=O)(=O)N3CCC(C(=O)NCCc4ccccc4Cl)CC3)ccc21
 : -17% | -7%
CCOC(=O)Cn1c(=O)n(-c2ccccc2OC)c2nc(-c3cccc(F)c3)nc(C(N)=O)c21
 : 6% | 3%
Cn1nnnc1SC1=CS(=O)(=O)c2ccccc21
 : -4% | -11%
CC(=O)Nc1ccc(Nc2ncnc3c2cnn3C)cc1
 : -17% | 15%
CCOc1ccc(CN2CCN(c3cccc(C)c3C)CC2)cc1OC
 : -2% | -14%
O=S(=O)(c1cccs1)N1CCOc2ccc(COCc3cccc(F)c3)cc2C1
 : -3% | -15%

(list continues)
Results follow in this order: UDG counter | AID inhibitor
COc1ccccc1NC(=O)C(Cc1ccccc1)NS(=O)(=O)c1ccc2c(c1)CCN2C(C)=O (configuration not stated)
 : -15% | 3%
O=c1oc2cc(O)ccc2cc1-c1nc(-c2ccccc2)cs1
 : 3% | 3%
Cc1c(OCC(=O)Nc2cc(Cl)cc(Cl)c2)c(=O)ccn1CCO
 : 6% | -1%
FC(F)(F)c1cc(-c2ccccc2)nc2cc(-c3ccc(Br)cc3)nn12
 : 11% | 10%
Cc1ccccc1NC(=O)CSc1nnc(C)c(=O)[nH]1
 : -11% | 0%
CC(=O)c1cccc(NC(=O)c2cccn2-c2nnc(N3CCCCC3)s2)c1
 : 12% | -4%
COC(=O)c1ccc(C(=O)NCc2ccc(OC)cc2)cc1
 : 3% | 1%
O=C(NCCc1ccccn1)c1ccc2ccccc2c1
 : 6% | 0%
CC(C)c1ccc(CNc2nc(-c3ccco3)nn2S(=O)(=O)c2ccc3ccccc3c2)cc1
 : -10% | 2%
CCc1ccc(NC(=O)c2ccc(CNS(=O)(=O)c3ccc4c(c3)C(C)(C)C(=O)N4C)cc2)cc1
 : 1% | -3%
COC(=O)C(Cc1c[nH]c2ccccc12)NC(=O)COc1cccc(C)c1 (configuration not stated)
 : -4%[57.5 µM] | 0%
COc1ccc(NC(=O)c2cc(OC)nc3ccccc23)cc1
 : 22% | -7%
CC(NC(=O)Cn1nc(C(N)=O)c2ccccc2c1=O)c1ccccc1 (configuration not stated)
 : 11% | 6%
CC(=O)c1ccc(Sc2ccc(F)cc2)c(F)c1
 : -7% | -10%
COc1cccc(-c2cc(C(=O)Nc3cccnc3Cl)no2)c1
 : 5% | 5%

Sorted by molar mass (rising): 3 of the compounds above
Results follow in this order: UDG counter | AID inhibitor
Cc1ccc2ncc(C(=O)Nc3cccc(C(F)(F)F)c3)c(=O)n2c1
 : -9% | 13%
CCCNc1nc(-c2ccc(S(=O)(=O)N3CCOCC3)cc2)cs1
 : -2% | -5%
COc1ccccc1CNS(=O)(=O)c1ccc2c(c1)CC(C)N2C(C)=O (configuration not stated)
 : -11%[57.5 µM] | -4%

Next section.
Results follow in this order: UDG counter | AID inhibitor
CCOc1ccc(N(Cc2cc3cc(C)ccc3[nH]c2=O)C(=O)C(C)C)cc1
 : -9% | -14%
Cc1ccc2oc3c(c(=O)c2c1)C1(C(=O)N(C)c2ccccc21)N(CCCO)C3=O (configuration not stated)
 : -2% | -1%
Cc1ccc(NC(=O)c2ccc3snnc3c2)cc1Cl
 : -1% | 7%
CCOc1ccc(NC(=O)c2ccc(NC(=O)CCS(=O)(=O)c3cccs3)cc2)cc1
 : 15% | 26%
Clc1ccc(-n2ncc3c(NC4CCCC4)ncnc32)cc1
 : -2%&-11% | 2%&-1%
